Screening results deposited in PubChem by National Center for Advancing Translational Sciences (NCATS).
TCR activator = Activators of T cell receptors: qHTS campaign | primary human leukocytes, anti-CD3, IL-2 HTRF, 48 h | Potency, µM (doses to about 9.22 µM), without a hit: top-dose activation of IL-2 secretion, most hits filed as activators | 330,000 tested, under 10 active; also: % of control where 0% means no effect
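TCR engagement came from a-CD3 beads alone, with compounds added to primary human leukocytes for 48 hr. Secreted IL-2 bridged europium cryptate- and d2-labelled anti-IL-2 antibodies, giving FRET emission at 665nm after 320nm excitation.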
a7 integrin act = qHTS for Activators of Integrin-Mediated Alleviation for Muscular Dystrophy. alpha7betagal myoblasts, beta-gal FDG fluorescence, 48 h. Potency, µM (highest dose often 38.3 µM), without a hit: top-dose activation, most hits filed as activators. hit rate 0.064% among 350,000. AID 624291, 2012;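 also: potency is read from the fitted curve at half-maximal effect; 100% = response of the positive control SU9516; nearly all actives have a fitted effect of over 60% in size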
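Alpha7betagal+/- myoblasts (passage 13) were plated 16-24 hr, then exposed to compounds (1:260 dilution of DMSO stock) for 48 hours at 37C. After MPER lysis, β-galactosidase reporter activity was read as FDG fluorescence (ex 480/em 540) after 30 minutes.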
ASM inhibitor = Inhibitors of Secretory Acid Sphingomyelinase (S-ASM): qHTS; AID 504937, 2011; Sphingomyelin phosphodiesterase (Homo sapiens), P17405; hit rate 0.006% among 340,000; Potency, µM (top dose mostly 57.5 µM), without a hit: at the top dose activity change, negative = inhibition, actives largely listed as inhibitors; placental ASM, HMU-PC fluorogenic substrate, 60 min; also: potency is read from the fitted curve at half-maximal effect
Target sequence (P17405 47-631 limits assumed): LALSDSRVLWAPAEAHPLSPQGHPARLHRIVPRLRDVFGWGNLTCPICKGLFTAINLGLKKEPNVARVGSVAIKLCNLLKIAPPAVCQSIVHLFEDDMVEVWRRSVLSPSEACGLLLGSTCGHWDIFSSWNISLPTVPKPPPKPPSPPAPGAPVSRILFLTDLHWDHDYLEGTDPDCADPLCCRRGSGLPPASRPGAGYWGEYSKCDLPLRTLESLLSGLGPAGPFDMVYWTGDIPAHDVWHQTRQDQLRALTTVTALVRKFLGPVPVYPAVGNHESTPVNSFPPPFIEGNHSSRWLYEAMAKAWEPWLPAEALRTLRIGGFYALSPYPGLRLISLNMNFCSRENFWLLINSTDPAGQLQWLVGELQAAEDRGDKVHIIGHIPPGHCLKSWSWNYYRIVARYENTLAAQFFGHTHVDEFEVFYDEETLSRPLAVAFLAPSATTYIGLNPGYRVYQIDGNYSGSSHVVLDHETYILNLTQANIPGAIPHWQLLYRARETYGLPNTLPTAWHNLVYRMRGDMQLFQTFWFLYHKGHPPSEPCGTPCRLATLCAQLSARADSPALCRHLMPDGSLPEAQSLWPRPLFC
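Human placenta-derived ASM enzyme was preincubated with compound for 10 minutes at room temperature, then given fluorogenic substrate HMU-PC0 (9 uM final) for 60 minutes at 37 °C; a pH 10 stop preceded fluorescence reading at Ex 386/Em 447 nm.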
PTAP TSG101 blk = qHTS Assay for Iinhibitors of HIV-1 Budding by Blocking the Interaction of PTAP/TSG101. Fluorescence polarization, FITC-PTAP peptide / Tsg101 binding. Potency, µM (titrated, usually from 115 µM), for inactives: at the top dose activity change, negative = inhibition, hits mostly inhibitors. 340,000 tested, under 10 active. AID 493005, 2010; active = well fitted inhibition curve with a large enough effect in the main read-out, with a control signal flat, not every such curve was filed as active; inconclusive = small, poorly fitted or top-dose-only effect, or effect the other way, or a change in a side signal; inactive = no such curve, though single readings can be large or run the other way; also: potency is read from the fitted curve at half-maximal effect; % of control where 0% means no effect
Target sequence (Q99816 whole entry, looked up): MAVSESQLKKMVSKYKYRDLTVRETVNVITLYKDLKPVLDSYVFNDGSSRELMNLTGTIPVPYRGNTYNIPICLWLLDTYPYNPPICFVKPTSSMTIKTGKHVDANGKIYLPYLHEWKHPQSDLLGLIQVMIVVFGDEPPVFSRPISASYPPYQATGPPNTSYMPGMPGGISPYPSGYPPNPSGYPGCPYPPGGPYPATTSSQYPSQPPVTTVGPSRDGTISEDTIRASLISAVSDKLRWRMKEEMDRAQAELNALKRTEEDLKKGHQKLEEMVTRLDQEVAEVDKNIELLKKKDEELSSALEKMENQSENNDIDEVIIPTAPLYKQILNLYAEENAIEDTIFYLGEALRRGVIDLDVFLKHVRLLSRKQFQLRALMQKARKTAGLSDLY
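Fluorescence anisotropy tracks displacement of a FITC-tagged PTAP peptide (50 nM) from the Tsg101 binding domain (10 uM), following a 20 min room-temperature incubation at pH 7.5.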
Mito fusion yeast = qHTS Assay for Small Molecule Inhibitors of Mitochondrial Division or Activators of Mitochondrial Fusion | S. cerevisiae fusion-defective mutant growth rescue, CellTiterGlo 48 h | AID 485298, 2010 | hit rate 0.23% among 320,000 | Potency, µM (top dose mostly 46.1 µM), inactives show at the highest dose growth rescue (activation), actives largely listed as activators;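 also: potency is read from the fitted curve at half-maximal effect; % of control where 0% means no effect; nearly all actives have a fitted effect of over 45% in size; temperature-sensitive fusion mutants such as fzo1-1 at 37 °C on non-fermentable ethanol glycerol medium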
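Yeast fusion mutant, YPEG (non-fermentable carbon), compound, 48 h at 37C non-permissive; CellTiterGlo added, 10 min RT, luminescence read. Rescued growth = division inhibition.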
The depositor's hits bear a star; i = inactive; ? = inconclusive; nt = no result given; [ ] = remark or other dose. Unless noted, calls follow the shape of the dose curve; as a rule, active = well fitted curve in the direction sought with a large enough effect; inconclusive = small, poorly fitted or top-dose-only effect, or another doubt; inactive = no such curve, though single readings can be large; an effect the other way counts as inactive or inconclusive.

SMILES	TCR activator	a7 integrin act	ASM inhibitor	PTAP TSG101 blk	Mito fusion yeast
O=C(CSc1nnc(NC(=O)c2ccccc2[N+](=O)[O-])s1)NC1CCCC1	nt	11%	-1%	-1%	nt
CCOC(=O)N1CCC(NC(=O)C2CCC(Cn3c(=O)[nH]c4ccccc4c3=O)CC2)CC1 (centres undefined)	nt	-6%	6%	-13%	nt
O=C1c2ccccc2C(=O)N1Cc1nc2ccccc2c(=O)n1CCN1CCOCC1	nt	10%	0%	-2%	nt
O=C(c1ccc(F)cc1)C1CCN(Cc2ccccc2)CC1	nt	6%	0%	-2%	nt
COc1ccc(CCC(=O)Nc2ccc(N3CCOCC3)c(S(=O)(=O)Nc3ccc(OC)cc3)c2)cc1	nt	?	-12%	-4%	nt
O=C(c1ccc(Cl)cc1)C1CCN(C(=O)c2ccccc2F)CC1	nt	?	-1%	-3%	nt
CCC(C(=O)Nc1ccc(S(=O)(=O)N2CCN(C)CC2)cc1)c1ccccc1 (centres undefined)	3%	?	2%	nt	nt
COC(=O)C1=C(C)N(CCCC(=O)O)C(=O)NC1c1ccccc1OS(=O)(=O)c1ccc([N+](=O)[O-])cc1 (centres undefined)	-3%	23%	0%	nt	nt
COCCNC(=O)C1Nc2ccc(C(F)(F)F)cc2C2C=CCC12 (centres undefined)	-4%	-2%	4%	nt	nt
O=C(Nc1ccc2c(c1)OCO2)c1ccc2c(c1)S(=O)(=O)c1ccccc1C2=O	-39%	19%	-3%	nt	nt
Cc1ccc(Cn2c(C3CCCN3c3nc(-c4ccc(F)cc4)cs3)nc3cc(C(=O)NCCCO)ccc32)cc1 (centres undefined)	-10%	-25%	-13%	nt	nt
O=c1c2ccccc2sc2ccc(C#CC3(O)CCCCC3)cc12	-6%	-19%	142%[activator]	nt	nt
CCc1noc(C)c1C(=O)Nc1sc(C(=O)N(C)C)c(C)c1C#N	2%	-19%	0%	nt	nt
c1ccc(-c2cnc(-c3ccccn3)nn2)cc1	-4%	7%	-4%	nt	nt
OCC[C@H]1C[C@@H](O)[C@H](O)[C@]2(CCCO2)O1	-3%	27%	5%	nt	nt
C[C@H]1CCC[C@@]2(O[C@@H](CCO)C[C@H](O)[C@H]2O)O1	-4%	-6%	1%	nt	nt
N#Cc1cnn(-c2ncnc3sc(-c4ccccc4)cc23)c1N	nt	?	-5%	-3%	3%
CCCC(=O)NC(=S)Nc1ccccc1OC	nt	13%	6%	-7%	-5%
CCCC(=O)Nc1ccc(Cl)c(NC(=O)C(C)(C)C)c1	nt	9%[7.66 µM]	6%	-2%	11%
Cn1c(=O)c2c(nc(CN3CCN(C(=O)c4ccco4)CC3)n2Cc2ccc(F)cc2)n(C)c1=O	nt	-12%	-1%	2%	3%
COc1cccc(OC)c1C(=O)N1CCN(c2ccccn2)CC1	nt	23%	-1%	-6%	0%
O=C(On1c(-c2ccccc2)nc2ccccc2c1=O)c1ccco1	nt	-9%	0%	-11%	8%
Cc1ccc(CNC(=O)Cn2cccc2C(=O)c2ccccc2)cc1	nt	-34%	-3%	-3%	6%
c1ccc(-c2ncnc3nc4n(c23)CCC4)cc1	nt	-5%	-1%	1%	-3%

Part of the list above in order of formula weight, largest number first.
SMILES	TCR activator	a7 integrin act	ASM inhibitor	PTAP TSG101 blk	Mito fusion yeast
Cc1ccc(CNC(=O)Cn2cccc2C(=O)c2ccccc2)cc1	nt	-34%	-3%	-3%	6%
N#Cc1cnn(-c2ncnc3sc(-c4ccccc4)cc23)c1N	nt	?	-5%	-3%	3%
CCCC(=O)Nc1ccc(Cl)c(NC(=O)C(C)(C)C)c1	nt	9%[7.66 µM]	6%	-2%	11%

Exported with two lines to a compound: six of the compounds above.
Values in the order – TCR activator	a7 integrin act	ASM inhibitor	PTAP TSG101 blk	Mito fusion yeast
CCC(C(=O)Nc1ccc(S(=O)(=O)N2CCN(C)CC2)cc1)c1ccccc1 (centres undefined)
  3%	?	2%	nt	nt
COC(=O)C1=C(C)N(CCCC(=O)O)C(=O)NC1c1ccccc1OS(=O)(=O)c1ccc([N+](=O)[O-])cc1 (centres undefined)
  -3%	23%	0%	nt	nt
COCCNC(=O)C1Nc2ccc(C(F)(F)F)cc2C2C=CCC12 (centres undefined)
  -4%	-2%	4%	nt	nt
O=C(Nc1ccc2c(c1)OCO2)c1ccc2c(c1)S(=O)(=O)c1ccccc1C2=O
  -39%	19%	-3%	nt	nt
Cc1ccc(Cn2c(C3CCCN3c3nc(-c4ccc(F)cc4)cs3)nc3cc(C(=O)NCCCO)ccc32)cc1 (centres undefined)
  -10%	-25%	-13%	nt	nt
O=c1c2ccccc2sc2ccc(C#CC3(O)CCCCC3)cc12
  -6%	-19%	142%[activator]	nt	nt

Further records follow:
SMILES	TCR activator	a7 integrin act	ASM inhibitor	PTAP TSG101 blk	Mito fusion yeast
COc1ccc(N2CCN(c3nc(NCCc4ccc(OC)c(OC)c4)nc(OC)n3)CC2)cc1	nt	-18%	-3%	-5%	2%
CCc1c(C(=O)NNC(=S)NCC(C)C)csc1C	nt	-7%[7.66 µM]	0%	-1%	-1%
CC(=O)Nc1ccc(S(=O)(=O)Nc2nccc(C3Cc4ccccc4C(=O)O3)n2)cc1 (centres undefined)	nt	-5%	5%	-6%	-9%
Cc1ccc(-c2csc3nnc(SCC(=O)Nc4nsc(-c5ccccc5)n4)n23)cc1	nt	-25%	-12%	-6%	13%
O=C(O)Cn1c(SCCOc2ccccc2)nc2ccccc21	nt	2%	-1%	-6%	2%
CN1CCN(c2ccc3c(c2)C2CC3CCN2C(=O)OCc2ccccc2)CC1 (centres undefined)	-3%	-5%	-4%	-2%	nt
COc1ccc(C(=O)OCC(=O)Nc2cccc(S(=O)(=O)NC3=NCCCCC3)c2)cc1[N+](=O)[O-]	-7%	-1%	-2%	-11%	nt
O=C(O)C1=CC2C=C(Cl)C=CC2OC1=O (centres undefined)	-2%	22%	4%	-5%	nt
C[C@@H]1CN[C@H](CCO)/C1=C\c1ccccc1	-3%	14%	-1%	-1%	nt
O=C1c2ccccc2CSc2c(O)cccc21	-1%	13%	-8%	-2%	nt
O=C(NCCc1ccccc1)c1ccccc1C(=O)NCCc1ccccc1	-6%	1%	-1%	-1%	nt
Nc1ncc([N+](=O)[O-])cc1S(=O)(=O)c1ccccc1	1%	?	-1%	1%	nt
Cc1ccc(NC2=C(Cl)C(=O)OC2OC(=O)c2ccco2)c(C)c1 (centres undefined)	0%	-21%	-2%	-4%	nt
CCCc1cc(=O)[nH]c(/N=C(/NC(=O)c2ccccc2)Nc2ccc3c(c2)OCCO3)n1	-7%	7%	-1%	-1%	nt
COc1ccc(C(=O)Nc2ccc(O)c3ccccc23)cc1	-7%	0%	-2%	0%	nt
Cc1ccc(NC(=O)c2ncn(CCCNCc3ccccn3)n2)cc1C	-32%	13%	4%	-1%	nt
Cn1c(SCC(=O)Nc2ccc(N3CCOCC3)c(Cl)c2)nnc1-c1ccccc1	2%	-24%	3%	-7%	nt
N#Cc1c(N)c(C(=O)c2ccccc2)n2ccccc12	5%	-20%	2%	-2%	nt
Cc1c[n+]([O-])cc(C)c1[N+](=O)[O-]	6%	0%	2%	-4%	nt
C[C@@H]1CN(S(=O)C(C)(C)C)[C@H](CCO)/C1=C\c1ccccc1 (some centres undefined)	-10%	-4%	4%	-1%	nt
COc1cc2ccccc2cc1C(=O)N1CC(C)OC(C)C1 (centres undefined)	0%	15%	1%	-1%	nt
Cc1cccc(N=NC(=S)NNc2cccc(C)c2)c1	2%	30%	-3%	0%	nt
COc1ccccc1C(CNC(=O)c1cccc(S(=O)(=O)N2c3ccccc3CC2C)c1)N(C)C (centres undefined)	3%	-52%[inhibitor]	3%	0%	nt
O=C(/C=C/c1ccccc1)Nc1cccc(C(=O)NCCCc2ccccc2)c1	-4%	21%	-15%	-3%	nt
CC(=O)N1CCN(C(=O)c2cc3c(s2)CCCC3)CC1	-3%	26%	3%	-7%	nt
O=C(NCC1CC1)[C@]1(C(F)(F)F)C[C@H](CCC2CCCCC2)CCCO1	1%	-26%	-2%	-5%	nt
O=C1c2ccccc2S(=O)(=O)c2cc(N3CCN(c4ccccn4)CC3)ccc21	5%	17%	1%	1%	nt
CC(=O)c1c(O)cc(O)cc1O	4%	-13%	0%	0%	nt
O=c1cc(SCc2ccccc2)nc[nH]1	-1%	11%	0%	-1%	nt
COc1ccc(NC(=S)N2CCN(C)CC2)cc1	1%	8%	0%	-2%	nt
Clc1ccc(C=NN2CCCCCC2)cc1	3%	1%	-7%	0%	nt
COc1ccc([C@H]2/C=C\CN(S(=O)(=O)c3ccc(C)cc3)[C@@H](C)C(=O)N2Cc2ccc(F)cc2)cc1	-8%	-24%	-4%	1%	nt
CN(CCc1ccccc1)C(=O)c1ccc(NC(=O)Cc2cccc(NC(=O)C3CCN(C(=O)C4CCCCC4)CC3)c2)cc1	7%	-9%	-2%	-1%	nt
COc1ccc(C(=O)Nc2ccc(S(=O)(=O)N(C)c3ccccc3)cc2)cc1	-2%	-9%	-8%	-4%	nt
Cc1ccc(Cn2c(C(C)Nc3nc(C)cs3)nc3cc(Cl)c(Cl)cc32)cc1 (centres undefined)	-5%	9%	-8%	-2%	nt
Cc1ccc2c(c1)[C@H]1[C@H](CO2)[C@H](c2ccccc2)[C@]2(C)C(=O)Nc3ccc(F)cc3C(=O)N12	0%	-28%	-16%	-5%	nt
CCCn1c(SCC(=O)N(CC)c2c(N)n(Cc3ccccc3)c(=O)[nH]c2=O)nnc1-c1ccncc1	-2%	46%	4%	-1%	nt
C=CCOC(=O)C1=C[C@H](c2ccc(Br)cc2)C[C@H](OCCCCO)O1	-1%	-13%	2%	-1%	nt
Cc1cc(C)c2c(N)c(C(=O)Nc3ccccc3Cl)sc2n1	1%	-7%	i	-4%	nt
O=C1NC(=O)C(Cc2ccc(Cl)cc2)(c2ccccc2)N1 (centres undefined)	-3%	?	-2%	-3%	nt
COc1ccc(C(CNC(=O)c2ccc(S(=O)(=O)Nc3cccc(C)c3C)cc2)N2CCOCC2)cc1 (centres undefined)	-3%	24%	4%	-8%	nt
O=C(O)C(c1ccccc1)C1(O)CC2CCC1C2 (centres undefined)	4%	5%	6%	0%	nt
CN(Cc1ccccc1)C(=O)c1cccc(NC(=O)Cc2ccc(NC(=O)C3CCCN(C(=O)C4CCC4)C3)cc2)c1 (centres undefined)	-5%	-25%	0%	-9%	nt
CCCCN1CC(=O)N2[C@@H]3c4cc(Br)ccc4OC[C@@H]3[C@H](C(=O)OCC)[C@]2(C)C1=O	2%	1%	-4%	-9%	nt
Cc1cccc(N2CCN(C(=S)c3ccc4c(c3)OCO4)CC2)c1	9%	-8%	-2%	-7%	nt
O=C(NCC1CC1)c1onc(CSc2ccccc2)c1C(=O)NCC1CC1	-2%	8%	1%	1%	nt
CC(C)Cn1cc(C(=O)NCCCN2CCC(C)CC2)c2c3ccccc3n(C)c2c1=O	-3%	6%	1%	-3%	nt
O=C(O)CC1(CC(=O)Nc2ccccc2Br)CCCC1	7%	1%	3%	-6%	nt
CC1(c2nnc(Cc3ccccc3)o2)CC(c2ccc(C#N)cc2)=NO1 (centres undefined)	5%	25%	-8%	-1%	nt
Cc1cccc2c1Sc1ccc(Cl)cc1CC2N1CCNCC1 (centres undefined)	2%	-81%[inhibitor]	-17%	-1%	nt

Only part of the results is shown (hit frequency here may not be typical).
